Bioassay records as filed in PubChem.
ERK EGF block: blocks ERK signaling stimulated by EGF; AID 1454; Potency, µM (titrated, usually from 11.5 µM), without a hit: at the highest dose activity change, negative = inhibition, most hits filed as inhibitors; hit rate 0.41% among 130,000; HEK293-V1b, EGF-stimulated phospho-ERK AlphaScreen; active = well fitted inhibition curve with a large enough effect; inconclusive = small, poorly fitted or top-dose-only effect, or effect the other way;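 note: plate controls were stimulated vehicle wells for no effect and unstimulated vehicle basal for full effect; nearly all actives have a fitted effect of over 55% in size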
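Phospho-ERK1/2 measured by AlphaScreen (SureFire) after 5 min 25 nM EGF stimulation of V1b-expressing HEK293 cells preincubated 30 min at 37C with titrated compounds; data scaled to DMSO and EGF controls, Hill-fitted AC50.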
Active calls of the source: *; ? = inconclusive; & = joins results of further samples; [ ] = remark or other dose. Potency is the fitted concentration of half-maximal effect. This is a subset; the hit share may differ from the screen's.

CN(C(=O)CSc1nnc(-c2ccccc2)n1C)C1CCS(=O)(=O)C1 (stereo not given)
  ERK EGF block: -7.9%
CCCCS(=N)(=O)CCC(N)C(=O)O (stereo not given)
  ERK EGF block: -5.3%&12.6%
Cc1cccc(C)c1-n1c(=O)n(Cc2ccccc2)c(=O)c2[nH]cnc21
  ERK EGF block: 9.5%[57.5 µM]
Cn1c2ccccc2c2nnc(SCc3nnc(-c4ccccc4)o3)nc21
  ERK EGF block: -4.1%
Cc1ccc(-c2nnn(CC(=O)N(CC3CCCO3)C(C(=O)NC(C)(C)C)c3ccc(F)cc3)n2)o1 (stereo not given)
  ERK EGF block: 8.6%
Cn1nccc1NC(=O)Nc1ccc(OC(F)(F)F)cc1
  ERK EGF block: -7.3%[57.5 µM]
CS(=O)(=O)Nc1ccc([N+](=O)[O-])cc1OC1CCCCC1
  ERK EGF block: -3.3%
Cc1cc(C(=O)N/N=C/c2ccccc2)c(C)o1
  ERK EGF block: -4.4%[57.5 µM]
O=C(O)COc1ccccc1/C=N/NC(=O)/C(=C\c1ccc2c(c1)OCO2)NC(=O)c1ccccc1
  ERK EGF block: 0.8%
COc1cc(NC(=S)Nc2cccnc2)cc(OC)c1
  ERK EGF block: 0.6%
CCOc1ccccc1C(=O)Nc1nnc(CC)s1
  ERK EGF block: -2.4%
NC(=O)[C@@H]1CCCNc2c(I)cc([N+](=O)[O-])cc2C(=O)N[C@@H](CCCN=C(N)N)C(=O)N[C@@H](CCCN=C(N)N)C(=O)N1
  ERK EGF block: ?
COc1cccc([C@@H]2Oc3ccc(Br)cc3C(=O)[C@H]2OC(=O)NS(=O)(=O)c2ccc(F)cc2)c1
  ERK EGF block: -9.6%
O=C1/C(=C\c2cccs2)SC(=S)N1C1CCS(=O)(=O)C1 (stereo not given)
  ERK EGF block: -2.9%
CCOC(=O)c1cn2nc(Oc3cccc(F)c3)ccc2n1
  ERK EGF block: -5.0%[57.5 µM]

C/C(=N\N)c1c(-c2ccccc2)c2cc(Br)ccc2[nH]c1=O
  ERK EGF block: -3.5%
CS(=O)(=O)Nc1cccc(C(=O)CC2(O)C(=O)Nc3ccc(Br)cc32)c1 (stereo not given)
  ERK EGF block: -10.3%[57.5 µM]
COc1ccc(OC)c(Cc2nnc(CCC(=O)NC(C3CC3)C3CC3)o2)c1
  ERK EGF block: 1.8%
O=C(CN1C(=O)c2ccccc2C1=O)Nc1cc([N+](=O)[O-])ccc1O
  ERK EGF block: 3.0%
CCOc1ccccc1CNCCNCC(C)O (stereo not given)
  ERK EGF block: -7.9%
CC(=O)OCC(=O)[C@@]1(O)CC[C@H]2[C@@H]3CCC4=CC(=O)C=C[C@]4(C)[C@@]3(Cl)[C@@H](Cl)C[C@@]21C
  ERK EGF block: 4.5%[57.5 µM]
O=C(CCCCCNc1nc(=S)[nH]c2ccccc12)NCCc1c[nH]c2ccccc12
  ERK EGF block: 7.6%
COCCNC(=O)/C(C#N)=C/c1ccc(N2CCOCC2)o1
  ERK EGF block: 16.3%
CCOc1ccc(N2C(=O)CC(NCc3ccc(S(N)(=O)=O)cc3)C2=O)cc1 (stereo not given)
  ERK EGF block: -0.6%[57.5 µM]
COc1ccc(CN(Cc2cccn2C)C(=O)c2cc3cc(OC)ccc3[nH]2)cc1
  ERK EGF block: -13.0%[57.5 µM]
CCN(CC)S(=O)(=O)c1c(OC)cc(C)c(Cl)c1C
  ERK EGF block: 1.1%
O=C(N1CCCCC1)N1CCN(S(=O)(=O)c2ccc(Cl)cc2)CC1
  ERK EGF block: -4.9%
Cc1ccc(S(=O)(=O)CCC(=O)Nc2cccc([N+](=O)[O-])c2)cc1
  ERK EGF block: -0.3%
Cc1ccc(C)c(N2CCN(C(=O)c3csc4ccccc34)CC2)c1
  ERK EGF block: 5.8%
C/C(CC(=O)Nc1cccc2c1CCCC2)=N\NC(=O)c1cccc2ccccc12
  ERK EGF block: 3.9%

Cc1ccc(NC2=NC(c3ccc(F)cc3)n3c(nc(C)cc3=O)N2)cc1 (stereo not given)
  ERK EGF block: -1.0%[57.5 µM]
CCCCCCCCCCn1ccc(=N)cc1
  ERK EGF block: ?
O=C(Cn1cnc2c(cnn2-c2ccccc2)c1=O)Nc1cc(S(=O)(=O)N2CCOCC2)ccc1Cl
  ERK EGF block: 1.9%
CCOc1ccc(NC(=S)NNc2ccnc3cc(Cl)ccc23)cc1
  ERK EGF block: -17.1%
COc1cccc(-n2cc(CNCc3c(C(=O)N(C)C)nc4ccc(Cl)cn34)cn2)c1
  ERK EGF block: -7.3%[57.5 µM]
C[C@@H]1C[C@@H]2OC(=O)[C@]3(C)[C@H]2[C@@H](OC3(C)O)[C@]2(C)C(=O)C=C[C@H]12 (stereo not given in full)
  ERK EGF block: 16.8%[57.5 µM]
CCOC(=O)C1CCN(C(=O)c2ccccc2NS(=O)(=O)c2ccc(F)cc2)CC1
  ERK EGF block: 4.7%
N#CC(C#N)=C1C=CC=CN1/C(=C\c1ccco1)C(=O)c1ccc(Br)cc1
  ERK EGF block: 7.94µM*
CCCCNC(=O)C(=O)NCc1ccncc1
  ERK EGF block: 3.9%[57.5 µM]
CCOC(=O)C(CCc1ccccc1)NC(C)C(=O)N1CCCC1C(=O)O (stereo not given)
  ERK EGF block: 9.6%
O=C(CC1S/C(=N/N=C/c2cccs2)NC1=O)Nc1ccc(Cl)c(Cl)c1 (stereo not given)
  ERK EGF block: 1.8%
COc1cc(-c2nc3ccc4ccccc4c3c3c2CCC3)cc(OC)c1O
  ERK EGF block: -2.0%
COc1ccc(N2CC(O)=C(c3nc(-c4ccc(F)cc4)cs3)C2=N)cc1Cl
  ERK EGF block: 1.7%
Cc1ccc(SCCNC(=O)/C=C/c2ccc(Cl)cc2)cc1
  ERK EGF block: 11.2%
Cc1[nH]c2ccccc2c1C(=O)C(=O)N1CC=C(c2ccccc2)CC1
  ERK EGF block: 28.8%

COC(=O)c1sc(NC(=O)C2c3ccccc3Oc3ccccc32)c(C(=O)OC)c1C
  ERK EGF block: 30.4%
CCn1c(CNC(=O)c2ccccc2F)nnc1SCC(=O)NC1CCCCC1
  ERK EGF block: -5.0%
NNC(=O)c1snnc1-c1ccccc1
  ERK EGF block: 3.7%[57.5 µM]
CC(C)c1ccc(NC(=O)C[n+]2ccn(C3=C([O-])c4ccccc4C3=O)c2)cc1
  ERK EGF block: 7.9%
O=S(=O)(/C=C/c1ccccc1)NC1CCCCCC1
  ERK EGF block: ?
CN(CC(=O)Nc1ccc([N+](=O)[O-])cc1Br)Cc1c(F)cccc1Cl
  ERK EGF block: -0.8%[57.5 µM]
Cc1ccsc1C(=O)OCC(=O)Nc1c(C)n(C)n(-c2ccccc2)c1=O
  ERK EGF block: 20.8%
O=C(c1c(Cl)cccc1Cl)N1CCN(c2cccc3[nH]ccc23)CC1
  ERK EGF block: 5.0%[57.5 µM]
CCCCN(C)C1CCN(C(=S)Nc2cccc(OC)c2)CC1
  ERK EGF block: -15.3%
O=C(NC(Cc1ccccc1)c1nc2ccccc2[nH]1)c1cccc([N+](=O)[O-])c1 (stereo not given)
  ERK EGF block: ?
COc1cccc(/C=N/NC(=O)C(=O)Nc2ccccc2OC(F)(F)C(F)F)c1O
  ERK EGF block: 4.7%
CS(=O)(=O)N1CCC[C@@]2(CCN(c3ccncc3)C2)C1
  ERK EGF block: -1.1%
O=C(N/C(=C\c1ccc([N+](=O)[O-])cc1)C(=O)N1CCCCC1)c1ccccc1Br
  ERK EGF block: -10.7%
COc1ccc(Cl)cc1-c1nc(SCC(N)=O)n[nH]1
  ERK EGF block: -12.0%[57.5 µM]
N=C(N)SCc1cn2ccccc2n1
  ERK EGF block: 0.0%

CC(C)[C@@H](CC(=O)N[C@@H]1CCNC[C@H]1C(=O)N[C@H](CC(=O)N[C@@H](CCC(=O)O)CC(=O)O)Cc1c[nH]c2ccccc12)NC(=O)C[C@H](Cc1c[nH]c2ccccc12)NC(=O)[C@@H]1CCCC[C@H]1N
  ERK EGF block: -5.5%
CSc1nsc(N/N=C/c2ccc3c(c2)OCO3)c1C#N
  ERK EGF block: -3.0%
CCOC(=O)Cc1csc(NC(=S)NC(=O)c2cc(OC)cc(OC)c2)n1
  ERK EGF block: -5.6%
COc1ccc(-c2[nH]ncc2CN(C)CCCN2CCOCC2)cc1F
  ERK EGF block: ?
O=C(Nc1ccc(Cl)c(Cl)c1)Nc1cc(S(=O)(=O)N2CCOCC2)ccc1N1CCCC1
  ERK EGF block: -5.9%
Cc1ccc(NCCCCO)cc1C
  ERK EGF block: 3.3%
COc1ccc(C2CCCN2C(=S)Nc2c(C)cccc2C)cc1OC (stereo not given)
  ERK EGF block: -7.0%[57.5 µM]
CC1CCCCN1C(=O)CCS(=O)(=O)c1cccc2nonc12 (stereo not given)
  ERK EGF block: 2.7%
COc1cc(/C=C/C(=O)Oc2coc(CSc3ncccn3)cc2=O)cc(OC)c1OC
  ERK EGF block: 2.9%
Nc1nc(N2CCN(c3ccc(Cl)cc3)CC2)n[nH]1
  ERK EGF block: -11.4%
O=S1(=O)CCC(NC(=S)N2CCOCC2)C1 (stereo not given)
  ERK EGF block: -6.1%
CCCCCCCN1C2=NCCN2c2ccccc21
  ERK EGF block: -2.9%[57.5 µM]
C/C(=N\NC(=O)Cc1ccc(F)cc1)c1ccc(F)cc1
  ERK EGF block: 5.9%
COc1nnc(-c2ccccc2)s1
  ERK EGF block: 5.7%
CSCCC(N=C(NS(=O)(=O)c1ccccc1)c1ccccc1)C(=O)O (stereo not given)
  ERK EGF block: -6.8%[57.5 µM]

Cc1[nH]nc2c1C(c1ccc(O)cc1)C1=C(CC(C)(C)CC1=O)N2 (stereo not given)
  ERK EGF block: -1.9%
CN1CCN(S(=O)(=O)c2cccc(C(=O)Nc3sc4c(c3-c3nc5ccccc5[nH]3)CCCC4)c2)CC1
  ERK EGF block: 0.1%
COc1cc(NC(=S)N2CCC(C(N)=O)CC2)c(OC)cc1Cl
  ERK EGF block: -7.3%
CCc1c(C(C)=O)oc2ccc3c(C)cc(=O)oc3c12
  ERK EGF block: ?
C#CCOCCOCCOCCNc1nc(N2CCN(C(=O)[C@H]([C@@H](C)CC)n3cc(CCCCN)nn3)CC2)nc(N2CCN(C(=O)[C@H](C)n3cc(CCC(=O)O)nn3)CC2)n1
  ERK EGF block: 6.9%
O=C1c2ccccc2C(=O)N1CCCCN(C(=O)c1cc2ccccc2oc1=O)c1ccc(F)cc1F
  ERK EGF block: -11.3%
Cc1cc(=O)[nH]c(SCC(=O)Nc2ncc(S(=O)(=O)c3ccc([N+](=O)[O-])cc3)s2)n1
  ERK EGF block: -1.6%[57.5 µM]
CCn1c2ccccc2c2cc(NC(=O)CNCC3CCCO3)ccc21 (stereo not given)
  ERK EGF block: -3.0%
CCC(C)n1c(=N)c(C#N)cc2c(=O)n3cc(C)ccc3nc21 (stereo not given)
  ERK EGF block: 2.4%
CCOC(=O)c1cc(C)n(-c2ccc(Cl)cc2)c1C
  ERK EGF block: ?
CC1CN(c2ncc(/C=N/NC(=O)c3ccccc3O)s2)CC(C)O1 (stereo not given)
  ERK EGF block: -8.8%
Oc1nc(Nc2ccc(F)cc2)sc1/C=C1\C=Nc2ccccc21
  ERK EGF block: ?
C[C@H](O)CO[C@H]1[C@H]2O[C@H]3[C@H](O)[C@@H](O)[C@@H](O[C@H]4[C@H](O)[C@@H](O)[C@@H](O[C@H]5[C@H](O)[C@@H](O)[C@@H](O[C@H]6[C@H](O)[C@@H](OC[C@H](C)O)[C@@H](O[C@H]7[C@H](O)[C@@H](OC[C@H](C)O)[C@@H](O[C@H]8[C@H](O)[C@@H](O)[C@@H](O[C@@H]([C@@H]1O)[C@@H](CO)O2)O[C@@H]8CO)O[C@@H]7CO)O[C@@H]6CO)O[C@@H]5CO)O[C@@H]4CO)O[C@@H]3CO
  ERK EGF block: 8.7%
O=C(NCCNCC(O)COc1ccc(O)cc1)N1CCOCC1 (stereo not given)
  ERK EGF block: 6.2%
Cc1nn(Cc2c(Cl)cccc2Cl)c(C)c1N
  ERK EGF block: 0.6%

C=C1CCN([C@H](C(=O)OCc2cccc(C)c2)C(C)C)S(=O)(=O)c2ccccc21
  ERK EGF block: 2.3%[57.5 µM]
CC(=O)CSc1nnc(C(F)(F)F)n1C
  ERK EGF block: 4.3%[57.5 µM]
COC(=O)c1ccc(CSc2n[nH]c(C)n2)o1
  ERK EGF block: 1.8%
C/C(=N\N=C(N)N)c1ccc(Cl)c(Cl)c1
  ERK EGF block: -5.7%
CCO[C@@H]1OC(C(=O)N2CCN(Cc3ccccc3)CC2)=C[C@H](C)[C@H]1CCCO
  ERK EGF block: -6.1%[57.5 µM]
CSc1nc2c(cc1C#N)C(=O)CC(C)(C)C2
  ERK EGF block: -5.5%
CN1CCN(C(=O)/C=C/c2ccc([N+](=O)[O-])cc2)CC1
  ERK EGF block: -6.6%
Cc1ccc(C(=O)NC2CCN(S(=O)(=O)c3ccc(C)cc3)CC2)cc1
  ERK EGF block: -0.2%
NC(=O)CC(NC(=O)Cc1ccc(Cl)cc1)c1ccc(NC2CCCCC2)c([N+](=O)[O-])c1 (stereo not given)
  ERK EGF block: -2.0%[57.5 µM]
CCc1nc2ccccc2c(NC(=O)CN2CC(C)CC(C)C2)c1C (stereo not given)
  ERK EGF block: -5.2%[57.5 µM]
COc1ccc(N=N/C(C(C)=O)=C(/C)O)cc1
  ERK EGF block: 7.9%[57.5 µM]
CCOC(=O)c1c(C)[nH]c(C)c1C(=O)COC(=O)/C=C/c1ccc(OC(F)F)cc1
  ERK EGF block: ?
NS(=O)(=O)c1ccc(NC(=S)NC2CCCCCC2)cc1
  ERK EGF block: 4.7%
CC1(C)CC(=O)C(C=NCCN2CCN(C3CC(=O)N(c4cccc(Br)c4)C3=O)CC2)=C(O)C1 (stereo not given)
  ERK EGF block: 6.6%
